Bioassay records deposited in PubChem BioAssay by National Center for Advancing Translational Sciences (NCATS).
Pol kappa inh: qHTS for Inhibitors of Polymerase Kappa | DNA polymerase kappa (Homo sapiens), Q9UBT6 | purified Pol kappa, fluorescent DNA synthesis assay, 10 min | Potency, µM (titrated, usually from 107 µM), without a hit: at the top dose activity, negative = inhibition, usual class: inhibitors | hit rate 0.53% among 400,000; further: on the % scale 0 is the no-effect control and ±100 the full control effect
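Here, compound and 10 nM enzyme are combined for 15 min at room temperature; adding 50 nM substrate (final) starts DNA synthesis, tracked by fluorescence at 0 and 10 min against buffer-only wells.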
Anesthetic bind: qHTS Assay for Identification of Novel General Anesthetics. Potency, µM (top dose mostly 77.5 µM), for inactives: at the top dose activity change, negative = displacement, usual class: inhibitors. AID 485281, 2010. Ferritin light chain (Equus caballus), P02791. hit rate 0.074% among 350,000. apoferritin/1-aminoanthracene competitive binding, fluorescence; further: on the % scale 0 is the no-effect control and ±100 the full control effect; nearly all actives have a fitted effect of over 20% in size
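10 uM apoferritin + 50% sat. 1-AMA, PBS; cpd 10 min RT; Ex380/Em535 endpoint; normalized to free probe vs complex; 4-param Hill fit; propofol titration as pos. ctrl.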
G9a block: qHTS Assay for Inhibitors of Histone Lysine Methyltransferase G9a | hit rate 8.8% among 350,000 | Histone-lysine N-methyltransferase EHMT2 (Homo sapiens), Q96KQ7 | G9a H3K9 monomethylation, AlphaScreen, 2 h | Potency, µM (titrated, usually from 102 µM), without a hit: at the highest dose activity, negative = inhibition, usual class: inhibitors; further: on the % scale 0 is the no-effect control and ±100 the full control effect; nearly all actives have a fitted effect of over 75% in size
Target sequence (Q96KQ7 913-1193 limits assumed): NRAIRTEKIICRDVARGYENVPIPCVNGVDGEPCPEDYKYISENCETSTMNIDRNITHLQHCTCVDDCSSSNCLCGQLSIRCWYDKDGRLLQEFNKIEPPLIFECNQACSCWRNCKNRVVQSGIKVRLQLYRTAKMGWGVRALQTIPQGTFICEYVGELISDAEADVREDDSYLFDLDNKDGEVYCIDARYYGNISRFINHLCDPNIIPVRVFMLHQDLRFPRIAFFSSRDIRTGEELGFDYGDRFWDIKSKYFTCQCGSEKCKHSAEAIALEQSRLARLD
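G9a (20 nM) was preincubated 15 min with compound, then reacted 2 h at room temperature with 500 nM biotin-H3K9 peptide and 20 µM SAM. Monomethyl-H3K9 detected by AlphaScreen using anti-H3K9me1 antibody.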
Pol beta inh: qHTS Assay for Inhibitors of DNA Polymerase Beta; P06746; Pol beta primer extension/strand displacement, fluorescence kinetic; Potency, µM (highest dose often 114 µM), inactives show at the highest dose activity change, negative = inhibition, actives largely listed as inhibitors; hit rate 1.3% among 340,000; AID 485314, 2010; further: on the % scale 0 is the no-effect control and ±100 the full control effect
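Homogeneous kinetic assay of primer extension and strand displacement by 10 nM Pol beta, preincubated 15 min at room temperature with compound before 50 nM substrate (final) was added. Read at 0 and 10 min; four-parameter Hill fit.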
APE1 inh: qHTS Assay for Inhibitors of the Human Apurinic/apyrimidinic Endonuclease 1 (APE1); DNA repair nuclease/redox regulator APEX1 (Homo sapiens), P27695; Potency, µM (doses to about 65.8 µM), inactives show at the top dose activity change, negative = inhibition, hits mostly inhibitors; AID 2517, 2012; hit rate 0.35% among 350,000; recombinant APE1, TAMRA/BHQ-2 abasic DNA cleavage fluorescence;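 further: plate controls were vehicle for no effect and reference inhibitor for full effect; nearly all actives have a fitted effect of over 55% in size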
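Incision of a quenched TAMRA/BHQ-2 THF abasic-site duplex (50 nM) by 0.75 nM APE1, after 15 min compound preincubation, measured as fluorescence increase over three 60 s reads. Values normalized to buffer, DMSO and NSC13755 control wells.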
POLI inh: qHTS for Inhibitors of Polymerase Iota; DNA polymerase iota (Homo sapiens), Q9UNA4; Pol iota fluorescent replication assay, 10 min; Potency, µM (doses to about 115 µM), for inactives: at the top dose activity, negative = inhibition, usual class: inhibitors; hit rate 1% among 390,000
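Fluorescent replication assay read twice, at 0 min and 10 min after adding 50 nM (final) substrate. Enzyme (10 nM) and compounds were first incubated 15 min at room temperature; enzyme-free buffer wells were negative controls.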
BAZ2B inh: qHTS Assay for Inhibitors of BAZ2B. Bromodomain adjacent to zinc finger domain protein 2B (Homo sapiens), Q9UIF8. AlphaScreen BAZ2B-H3K14Ac peptide displacement. Potency, µM (highest dose often 114 µM), inactives show at the top dose activity change, negative = inhibition, actives largely listed as inhibitors. hit rate 4.4% among 360,000. AID 504333, 2011; further: on the % scale 0 is the no-effect control and ±100 the full control effect; nearly all actives have a fitted effect of over 60% in size
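Protein-peptide AlphaScreen: BAZ2B 50 nM, b-H3K14Ac 50 nM, 1x PBS pH 7.4 + 0.01% Tween-20. Preincubation 30 min RT; cpd 30 min RT (top 110 uM); beads 20 min RT, light-protected.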
BLM inh: qHTS Assay for Inhibitors of Bloom's syndrome helicase (BLM). RecQ-like DNA helicase BLM (Homo sapiens), P54132. recombinant BLM DNA unwinding, fluorescence dequenching. Potency, µM (doses to about 56.1 µM), inactives show top-dose activity change, negative = inhibition, actives largely listed as inhibitors. hit rate 0.2% among 350,000;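 further: plate controls were vehicle for no effect and no enzyme for full effect; nearly all actives have a fitted effect of over 35% in size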
POLH inh: qHTS for Inhibitors of Polymerase Eta; DNA polymerase eta (Homo sapiens), Q9Y253; hit rate 1.2% among 390,000; AID 588591, 2011; Potency, µM (top dose mostly 114 µM), for inactives: at the highest dose activity change, negative = inhibition, actives largely listed as inhibitors; recombinant Pol eta, fluorescent DNA replication assay; further: on the % scale 0 is the no-effect control and ±100 the full control effect
Target sequence (Q9Y253 whole entry, looked up): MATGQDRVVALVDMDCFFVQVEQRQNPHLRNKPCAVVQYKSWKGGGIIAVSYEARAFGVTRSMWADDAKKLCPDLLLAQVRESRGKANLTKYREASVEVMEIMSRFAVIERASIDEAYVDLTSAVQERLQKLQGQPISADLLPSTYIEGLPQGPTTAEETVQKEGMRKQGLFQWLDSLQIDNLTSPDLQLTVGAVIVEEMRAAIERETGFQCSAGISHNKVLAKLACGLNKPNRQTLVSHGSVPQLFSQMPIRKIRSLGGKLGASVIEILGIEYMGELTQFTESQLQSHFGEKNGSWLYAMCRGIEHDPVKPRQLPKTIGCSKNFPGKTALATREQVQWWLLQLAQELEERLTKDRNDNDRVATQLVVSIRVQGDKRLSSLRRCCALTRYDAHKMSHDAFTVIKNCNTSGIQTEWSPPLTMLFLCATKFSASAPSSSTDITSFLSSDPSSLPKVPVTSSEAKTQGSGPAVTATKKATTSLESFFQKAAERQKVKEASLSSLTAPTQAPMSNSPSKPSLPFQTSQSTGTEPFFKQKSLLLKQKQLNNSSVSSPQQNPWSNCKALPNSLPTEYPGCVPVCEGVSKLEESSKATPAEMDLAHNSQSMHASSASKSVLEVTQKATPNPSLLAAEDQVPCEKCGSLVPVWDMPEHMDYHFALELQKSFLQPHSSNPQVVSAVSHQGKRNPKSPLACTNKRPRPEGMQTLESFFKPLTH
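Fluorescent replication assay: 50 nM final substrate added after a 15 min room-temperature compound preincubation with 10 nM enzyme. Signal taken at 0 min and again at 10 min.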
The depositor's hits bear a star; ? = inconclusive; · = no result given; & = joins results of further samples; [ ] = another dose, or the depositor's remark. The call rests on the fitted dose curve; in most records, active means well fitted curve in the direction sought with a large enough effect; inconclusive means small, poorly fitted or top-dose-only effect, or another doubt; inactive means no such curve, though single readings can be large; an effect the other way counts as inactive or inconclusive. Potency means the concentration at half of the fitted maximal effect.

SMILES	Pol kappa inh	Anesthetic bind	G9a block	Pol beta inh	APE1 inh	POLI inh	BAZ2B inh	BLM inh	POLH inh
CCOc1ccc(NC(=O)CSC2=NCCN2)cc1	-1%	-4%	17%[59 µM]	-2%	1%	17%	1%	0%	0%
O=C1OC(Nc2ccccn2)c2ccccc21 (stereo unspecified)	-5%	-5%	16%[59 µM]	2%	-2%	-9%	1%	-2%	-12%
COC(=O)c1cccc(N(C(=O)c2cnccn2)C(C(=O)NCc2ccccc2)c2ccco2)c1 (stereo unspecified)	-1%	-9%	?	12%	13%	?	0%	-1%	-10%
COc1ccc(N2CCN(C(=O)COC(=O)c3cccc(S(=O)(=O)Nc4cccc(C)c4)c3)CC2)cc1	-7%	·	10µM*	·	-15%	-1%	-36%	·	-9%
CC(C)N(C(=O)COC(=O)c1ccccc1C(=O)c1ccc(Cl)c([N+](=O)[O-])c1)C(C)C	-6%	?	?	2%	16%	87%[activator]	?	-1%	-8%
COc1ccc([C@H]2OCC3C2CO[C@@H]3c2ccc(OC)c(OC)c2)cc1OC (stereo partly specified)	15%[60.1 µM]	3%	·	·	-8%	·	·	3%	·
O=c1oc(C2(O)CCCCC2)cc2ccc(Br)cc12	-3%	·	-7%[0.501 µM]	·	-14%	-23%	-5%	·	-8%
CCOC(=O)c1c(NC(=O)CSc2ncn[nH]2)sc(C(C)=O)c1C	1%	-16%	19%	90%	-2%	47%[activator]	56µM*	2%	-24%
COc1cc(/C=C(\C#N)C(=O)Nc2ccc3ccccc3c2)c([N+](=O)[O-])cc1OC	1%	-1%	-17%[59 µM]	1%	1%	28%	-34%	-5%	-18%
COc1cccc(OC)c1C(=O)Nc1ccccc1NC(=O)c1c(OC)cccc1OC	-16%	-1%	79µM*	41%	4%	115%[activator]	-1%	0%	-15%
O=C(N/N=C\c1cccnc1)c1ccccc1O	4%	-8%	·	46%	-1%	95%[activator]	10%	-10%	-20%
Cc1cccc(NC(=O)c2ccc(COc3cccc4ccccc34)o2)n1	-12%	-6%	9%[59 µM]	-23%	-8%	81%[activator]	-26%	-12%	-10%
O=C(Nc1ccc(OC(F)(F)C(F)F)c(NC(=O)c2cccc(F)c2)c1)c1cccc(F)c1	-4%	-6%	11%[59 µM]	38%	0%	?	7%	2%	-16%
Cc1cccc(NC(=O)CSCC(=O)OCc2ccccn2)c1	-3%	·	-31%	·	1%	-25%	-1%	·	-12%
O=[N+]([O-])c1ccc(O)c(/C=N\N=C2c3ccccc3-c3ccccc32)c1	-17%	-9%	?	15%	-9%	-3%	?	-6%	0%
COc1cccc(C(=O)Nn2c(C)nnc2-n2nc(C)cc2C)c1	-21%	5%	8%[59 µM]	-3%	4%	-3%	11%	2%	-13%
COc1ccc(NC(=O)CC2SC(N3CCOCC3)=NC2=O)c(OC)c1 (stereo unspecified)	?	·	?	·	-42%	?	?	·	?
CCC(=O)N1CCc2cc(S(=O)(=O)NC(C(=O)NCCc3ccc(C)cc3)C(C)C)ccc21 (stereo unspecified)	-4%	-8%	1%[59 µM]	1%	·	4%	·	-4%	-18%
CC1(C)CC(=O)C2=C(C1)OC(N)=C(C#N)C2C1CC=CCC1 (stereo unspecified)	-7%	6%	-1%[59 µM]	21%	-1%	3%	11%	0%	-2%
CC(C)c1nn2c(=O)cc(COC(=O)c3ccccc3NC(=O)COc3ccccc3)nc2s1	-12%[60.1 µM]	-5%	11%[59 µM]	2%	·	32%[activator]	-2%	-2%	-16%
CCN(CC(=O)Nc1c(F)cccc1F)C(=O)Cc1c(C)nc2ccccc2c1C	-9%	·	5%[12.7 µM]	·	0%	-14%	-5%	·	-7%
Cc1ccc(NC(=O)c2ccc3nsnc3c2)c(Cl)c1	9%	-1%	-7%[59 µM]	57%	14%	26%	-1%	1%	-6%
Cc1ccc(NC(=O)CSc2nc3c([nH]c4ccccc43)c(=O)n2-c2ccccc2)cc1Cl	-6%[60.1 µM]	-12%	1%[59 µM]	4%	·	-5%	1%	-1%	2%
COc1ccc(C)cc1NC(=O)C1CCN(S(=O)(=O)c2cccc3nonc23)CC1	4%&-9%	8%&6%	14%	-11%&0%	18%	-15%&-12%	-10%&-12%	-10%&-6%	-22%&-7%
CC(Sc1ccccc1)C(=O)Nc1ccc(N2CCOCC2)cc1 (stereo unspecified)	-16%	-19%	-15%	2%	5%	3%	2%	-2%	3%
CCOC(=O)CSc1nnc(CSc2nc(C)cc(C)n2)n1Cc1ccco1	-18%	-16%	?	9%	18%	-4%	-3%	-3%	-14%
O=C(Cn1c(=O)sc2ccccc21)NCCOc1ccccc1F	-5%	-8%	-5%[59 µM]	7%	1%	9%	11%	-9%	-5%
COc1ccccc1NC(=O)c1ccc(COc2ccc(C)c(C)c2)o1	0%	-11%	54%[activator][59 µM]	-1%	·	16%	28%	-10%	-22%
COc1ccc(C)cc1Nc1cc(C)nc2ncnn12	-12%	-1%	-11%	25%	16%	2%	-3%	-4%	-3%
CCc1cccc(NC(=O)c2cc(S(=O)(=O)N(C)C)ccc2N2CCCC2)c1	-23%	-11%	5%	-1%	-8%	147%[activator]	·	-4%	-16%
COc1ccc(-c2nc3ccccc3nc2-c2ccc(OC)c(OC)c2)cc1OC	-10%	-20%	20µM*	2%	24%	72%[activator]	19%	-7%	-16%
CCN(CC(=O)Nc1cc(Cl)ccc1C)C(=O)c1cc(S(=O)(=O)N2CCCCCC2)ccc1OC	-3%	·	?	·	2%	-13%	7%	·	-10%
COc1cc(C2SCC(=O)N2CCCN(C)C)cc(OC)c1OC (stereo unspecified)	-5%	-4%	-8%	5%	-4%	3%	2%	3%	-4%
CC(C)c1ccc(N(C(=O)CNC(=O)c2ccco2)C(C(=O)NC2CCCC2)c2ccncc2)cc1 (stereo unspecified)	0%	-16%	0%	9%	38%[activator]	-16%	-5%	0%	-3%
O=C1c2ccccc2C(=O)N1c1ccc(Cl)cc1	·	2%	12%[59 µM]	5%	1%	·	3%	-8%	·
COCCN(C(=O)CCC(=O)Nc1nccs1)C(C(=O)NC(C)(C)C)c1ccc(F)cc1 (stereo unspecified)	5%	-9%	8%	30%	37%	31%[activator]	4%	0%	-22%
Cc1cccc(NC(=O)C[n+]2cccc(C)c2)c1	-16%	-10%	-9%	15%	1%	142%[activator]	1%	-5%	-20%
Cc1noc(C)c1COc1ccc(C(=O)OCC(=O)Nc2cccc(S(=O)(=O)N3CCOCC3)c2)cc1	-5%	2%	13%[59 µM]	19%	1%	-11%	11%	-4%	-12%
O=C(Nc1cccc(Cl)c1)c1cnn2cccnc12	-5%	-12%	12%[59 µM]	-12%	-2%	3%	0%	1%	-14%
Cc1ccc(Nc2nc3ccccc3n3nnnc23)cc1	-5%	-14%	-40%	2%	-1%	-20%	?	-1%	4%
Cn1c(CCNC(=O)c2ccco2)nc2cc(NC(=O)c3ccco3)ccc21	-7%	-3%	14µM*	9%	4%	20%	-7%	-2%	-11%
CCOc1ccccc1NC(=O)CN(c1ccc(C)cc1)S(=O)(=O)c1c(C)noc1C	-6%	35%[activator]	-1%[12.7 µM]	3%	-6%	?	2%	-8%	-4%
CC(=O)C[C@@H](O)CC(=O)[C@@H]1OC(=O)CCCCC/C=C/Cc2ccccc21	-3%	·	·	·	7%	-25%	·	·	-23%

5 compounds drawn at random from those above, as already listed:
SMILES	Pol kappa inh	Anesthetic bind	G9a block	Pol beta inh	APE1 inh	POLI inh	BAZ2B inh	BLM inh	POLH inh
Cc1cccc(NC(=O)c2ccc(COc3cccc4ccccc34)o2)n1	-12%	-6%	9%[59 µM]	-23%	-8%	81%[activator]	-26%	-12%	-10%
COc1cccc(C(=O)Nn2c(C)nnc2-n2nc(C)cc2C)c1	-21%	5%	8%[59 µM]	-3%	4%	-3%	11%	2%	-13%
O=C(Cn1c(=O)sc2ccccc21)NCCOc1ccccc1F	-5%	-8%	-5%[59 µM]	7%	1%	9%	11%	-9%	-5%
COc1ccc(-c2nc3ccccc3nc2-c2ccc(OC)c(OC)c2)cc1OC	-10%	-20%	20µM*	2%	24%	72%[activator]	19%	-7%	-16%
COc1cc(C2SCC(=O)N2CCCN(C)C)cc(OC)c1OC (stereo unspecified)	-5%	-4%	-8%	5%	-4%	3%	2%	3%	-4%

The list is partial; rates above refer to the full screens.
